# SRC2 inh: human SRC2 (NCOA2) inhibition; Q15596; HEK293 GAL4-SRC2 luciferase reporter, luminescence; inhibition, % at 9 µM; hit rate 0.17% among 370,000; AID 651957;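 active = inhibition above the mean inhibition of all tested compounds plus 3 SD, set per campaign, cut at about 52% in these data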;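 also: 0% = DMSO treated cells and 100% = cells given Gossypol at 36 µM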
# Target sequence (Q15596 whole entry, looked up, the tested form may be a part): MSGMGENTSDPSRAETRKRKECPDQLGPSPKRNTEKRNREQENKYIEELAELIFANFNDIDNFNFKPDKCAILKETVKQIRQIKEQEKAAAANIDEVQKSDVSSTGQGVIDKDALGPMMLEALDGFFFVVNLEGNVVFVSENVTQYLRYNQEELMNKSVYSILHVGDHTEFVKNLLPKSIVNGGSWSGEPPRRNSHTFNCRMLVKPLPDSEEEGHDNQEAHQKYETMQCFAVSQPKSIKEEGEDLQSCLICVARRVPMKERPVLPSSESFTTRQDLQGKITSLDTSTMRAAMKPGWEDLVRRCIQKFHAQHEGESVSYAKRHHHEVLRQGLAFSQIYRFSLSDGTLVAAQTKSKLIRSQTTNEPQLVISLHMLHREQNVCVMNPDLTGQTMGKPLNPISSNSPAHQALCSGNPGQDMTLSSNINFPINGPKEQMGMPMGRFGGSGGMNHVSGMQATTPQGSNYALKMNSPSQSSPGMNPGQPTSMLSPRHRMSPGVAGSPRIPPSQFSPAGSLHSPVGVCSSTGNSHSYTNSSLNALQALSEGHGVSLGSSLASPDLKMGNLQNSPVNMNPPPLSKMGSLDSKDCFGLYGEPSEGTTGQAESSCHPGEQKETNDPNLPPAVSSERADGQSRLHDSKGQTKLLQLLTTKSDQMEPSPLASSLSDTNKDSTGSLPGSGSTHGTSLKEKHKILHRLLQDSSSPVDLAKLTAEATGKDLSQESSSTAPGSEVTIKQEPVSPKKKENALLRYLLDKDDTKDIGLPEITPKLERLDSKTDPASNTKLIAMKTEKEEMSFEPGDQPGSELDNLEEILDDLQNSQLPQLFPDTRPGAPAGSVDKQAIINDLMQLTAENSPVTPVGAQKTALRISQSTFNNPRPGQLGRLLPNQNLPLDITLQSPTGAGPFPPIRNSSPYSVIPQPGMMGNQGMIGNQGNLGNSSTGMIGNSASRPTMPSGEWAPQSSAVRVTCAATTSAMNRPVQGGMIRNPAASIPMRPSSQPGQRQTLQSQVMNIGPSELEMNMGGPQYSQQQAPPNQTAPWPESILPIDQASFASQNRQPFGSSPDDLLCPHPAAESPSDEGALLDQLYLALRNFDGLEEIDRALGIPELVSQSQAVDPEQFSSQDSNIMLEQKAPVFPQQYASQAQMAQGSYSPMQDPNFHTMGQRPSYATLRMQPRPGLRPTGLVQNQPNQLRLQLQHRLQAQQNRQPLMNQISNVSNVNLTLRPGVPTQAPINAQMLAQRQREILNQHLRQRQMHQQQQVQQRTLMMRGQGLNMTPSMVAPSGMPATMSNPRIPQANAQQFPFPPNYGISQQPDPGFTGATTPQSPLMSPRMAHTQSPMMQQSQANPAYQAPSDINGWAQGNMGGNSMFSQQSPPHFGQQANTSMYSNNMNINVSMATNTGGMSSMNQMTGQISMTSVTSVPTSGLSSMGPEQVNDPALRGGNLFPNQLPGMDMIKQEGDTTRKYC
# EBV LMP1 NFkB: Epstein-Barr LMP1 NF-kappaB reporter inhibition; AID 504558; LMP1-induced NF-kappaB luciferase reporter cells, luminescence; inhibition, % at 12.5 µM; hit rate 0.69% among 350,000; in the data active = inhibition above about 41%;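 also: 0% = neutral control wells and 100% = reference inhibitor control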
# NR2F2 inh: inhibitors of human COUP-TFII (NR2F2); P24468; HEK293T NGFI-A luciferase reporter, luminescence; inhibition, % at 8.6 µM; hit rate 0.7% among 370,000;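 active = inhibition above a per-plate cutoff, mean inhibition of test wells between control levels plus 3 SD, cut at about 38% in these data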;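 also: cells cotransfected with COUP-TFII expression vector driving the NGFI-A reporter; 0% = median of COUP-TF2 test wells and 100% = reporter-only cells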
# NOD2-RIPK2 inh: inhibitors of human NOD2-RIPK2 interaction. O43353. CHO BLA complementation NOD2-RIPK2, CCF4 ratio. inhibition, % at 4.98 µM. hit rate 0.38% among 360,000. AID 624267; in the data active = inhibition above about 21%;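 also: 0% = vehicle only and 100% = reference blocker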
# SRC1 inh: inhibitors of human steroid receptor coactivator 1 (SRC1). Q15788. HEK293 GAL4-SRC1 luciferase reporter, luminescence. inhibition, % at 3.6 µM. hit rate 0.12% among 360,000. AID 588354;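 active = inhibition above the campaign mean plus 3 SD, with each screening campaign given its own cutoff, cut at about 60% in these data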;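 also: 0% = DMSO treated cells and 100% = gossypol at 36 µM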
# LRH-1 inv ag: NR5A2 inverse agonism in reporter assay | inhibition, % at 3.6 µM | O00482 | HEK293T StAR-luciferase reporter, LRH-1 transfected, 24 h | AID 602396 | hit rate 0.13% among 360,000;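 active = inhibition above the mean inhibition of all tested compounds plus 3 SD, cut at about 73% in these data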;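 also: 0% = DMSO wells and 100% = reporter-only cells lacking LRH-1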
# TLR9-MyD88 block: inhibitors of human TLR9-MyD88 binding; Q9NR96+Q99836; CHO BLA complementation TLR9-MyD88, CCF4 FRET ratio; inhibition, % at 4.98 µM; hit rate 0.21% among 340,000; AID 504734;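 active = inhibition above the mean over all tested compounds plus 3 SD, cut at about 21% in these data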;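 also: 0% = DMSO only wells and 100% = clavulanate BLA inhibitor control wells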
# TROY NFkB inh: blocks TROY-dependent signaling in reporter cells; Q293 LMP1-TROYcd NF-kB luciferase reporter, 4 h; inhibition, % at 10 µM; hit rate 0.98% among 360,000; AID 1347056;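 active = compounds whose plate-normalised and pattern-corrected inhibition of the luciferase reporter signal at the single screening dose is 50% or more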
# NCOA3 inh: inhibitors of human steroid receptor coactivator 3 (SRC3) | Q9Y6Q9 | HEK293 GAL4-SRC3 luciferase reporter, luminescence | inhibition, % at 3.6 µM | hit rate 0.17% among 360,000 | AID 588352;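 active = inhibition above a per-campaign cutoff, the mean of all compounds plus 3 SD, cut at about 60% in these data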;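 also: 0% = DMSO-treated cells and 100% = gossypol-treated cells at 36 µM; higher means less SRC3-driven luciferase light from the GAL4 reporter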
# C8 TRAIL sens: sensitizes caspase-8 expressing cells to TRAIL | NB7+C8 cells + TRAIL, ATPlite viability luminescence | inhibition (viability loss, TRAIL sensitization), % at 10 µM | hit rate 1% among 360,000 | AID 624354;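 active = compounds causing at least 50% loss of cell viability in the single-dose screen, relative to plate controls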
# TWEAK-Fn14 inh: TWEAK-Fn14 signaling inhibition. AID 1159606. hit rate 2% among 360,000. TWEAK-stimulated Fn14 reporter cells, luciferase luminescence, 8 h. inhibition, % at 10 µM; in the data active = inhibition above about 50%
# * = called active by the depositor; nt = no result given. A portion of the library. The share of hits here may be higher or lower than overall.
SMILES,SRC2 inh,EBV LMP1 NFkB,NR2F2 inh,NOD2-RIPK2 inh,SRC1 inh,LRH-1 inv ag,TLR9-MyD88 block,TROY NFkB inh,NCOA3 inh,C8 TRAIL sens,TWEAK-Fn14 inh
CCN(CC)C(=O)Cn1cc(S(=O)(=O)CC(=O)N2CC(C)OC(C)C2)c2ccccc21 (stereo unspecified),5,0,6,0,-2,22,5,3,6,11,6
O=C(CCCn1c(SCc2ccccc2F)nc2ccccc2c1=O)NCC1CCCO1 (stereo unspecified),-15,-18,-3,-2,-8,1,2,16,14,-10,24
CCCN1CCN(C(=O)c2ccc3[nH]c(C)c(C)c3c2)CC1,-37,-1,-29,-7,18,-24,-1,-15,-38,-15,8
Cc1ccc(OCC(=O)N2CCC(Cc3ccccc3)CC2)c([N+](=O)[O-])n1,4,13,-1,3,4,-16,-6,8,5,7,-15
CCC/C=N/Nc1nnc(Cc2ccccc2)c(=O)[nH]1,9,-3,11,7,11,-16,-8,11,9,3,4
N#CCCN1CCN(S(=O)(=O)c2ccc(S(=O)(=O)NCC3CCCO3)cc2)CC1 (stereo unspecified),-20,0,-12,-9,11,0,-1,3,15,-7,-8
O=C(COC(=O)CCN=C1NS(=O)(=O)c2ccccc21)NNC(=O)c1ccccc1,-18,0,-2,1,-4,-3,-11,-25,15,-17,-5
Cc1cc(Nc2ncc(Cl)cc2Cl)n[nH]1,-3,5,-14,-7,-3,-2,-2,-7,-2,-11,-23
COc1ccc(NC(=O)CN(C)C(=O)CN2C(=O)C3CCCCC3C2=O)cc1 (stereo unspecified),-9,0,2,-11,-23,-6,-2,-4,13,-8,12
O=C(CN1C(=O)NC2(CCCCCC2)C1=O)NCc1ccccc1,-10,-2,5,4,-2,12,0,1,13,24,2
CCOC(=O)C1=C(N)Oc2c(oc(CO)cc2=O)C1c1c(F)cccc1Cl (stereo unspecified),1,-12,2,5,-3,-16,8,8,17,-26,-7
Clc1ccc(Nc2ncnc3ccc(Br)cc23)cc1,48,36,33,3,31,4,-9,35,40,-2,74*
Cc1ccc(S(=O)(=O)CCc2nnc(NC(=O)C3CCCO3)s2)cc1 (stereo unspecified),-7,-2,-14,2,-9,0,-1,-5,-4,-10,-5
Cc1cc(C)nc(NS(=O)(=O)c2ccc(N=Cc3c(C)[nH]n(-c4ccccc4)c3=O)cc2)n1,7,1,12,1,-13,-12,1,9,-8,6,15
Cc1nn(C(C)C(=O)NCc2ccccc2)c(C)c1[N+](=O)[O-] (stereo unspecified),-20,-8,13,-9,11,-10,-7,1,-2,-2,2
Oc1ccc(C=NCC2COc3ccccc3O2)cc1 (stereo unspecified),-12,-4,-1,6,5,2,8,-8,-9,-1,-19
O=C1NN=C(c2ccc(Cl)cc2)CC1c1c[nH]c2ccccc12 (stereo unspecified),-10,-20,13,-7,-9,17,-6,7,12,-1,30
COc1ccc(-c2csc(-n3ncc(C(=O)O)c3C(F)(F)F)n2)cc1,-29,0,-7,-7,-61,-35,-2,-51,-110,-7,10
O=C(Cc1cccc(C(F)(F)F)c1)OCN1C(=O)c2ccccc2C1=O,11,-4,-1,-6,2,-15,-5,2,-3,-7,9
O=C1CC(C(=O)Nc2ccc(Cl)cc2)n2ncnc2N1 (stereo unspecified),-38,-6,9,-1,-27,-1,5,24,1,3,-20
COc1ccc(/C=c2\sc3nc(-c4ccccc4OC)nn3c2=O)c(OC)c1,-15,-5,5,-6,-15,2,-2,3,5,-10,16
C=C(CC[C@@H](O)C(C)(C)O)[C@H]1CC[C@]2(C)[C@@H]1CCC1[C@@]3(C)CCC(=O)C(C)(C)C3CC[C@]12C (stereo partly specified),5,-1,11,4,-4,-28,5,3,1,4,-1
COc1ccc(CCN(C)C(=O)c2ccc(OCC(=O)N3CCOCC3)c(OC)c2)cc1OC,2,-1,12,8,-9,8,-12,-16,-3,-3,-6
CCC(=O)Nc1cccc(C(=O)N(Cc2ccccc2)Cc2ccccc2)c1,7,3,-12,-9,-3,2,-5,1,-10,-9,2
CN1CCN(CCCNC(=O)C2CCN(c3nnc(-n4cccc4)s3)CC2)CC1,-20,6,-3,-1,0,16,5,15,6,1,6
O=C(NCc1ccccc1Br)C1CCCO1 (stereo unspecified),-15,-8,11,-14,-8,-1,2,23,-4,-11,3
CCOC(=O)c1cnc2c(cnn2C)c1NCc1ccc(OC)cc1,4,4,-3,-9,6,15,-9,10,5,-7,-4
CCCCNc1c(-c2ccc(OC)c(SC(C)CC)c2)nc2ccc(Cl)cn12 (stereo unspecified),-23,14,-10,-4,6,-8,-4,-14,-7,21,-4
COc1ccc(-c2nc(CS(=O)CC(=O)NCc3ccccn3)c(C)o2)cc1 (stereo unspecified),nt,-6,nt,-5,-4,10,2,-3,4,6,4
O=C(N/N=C/C(Cl)=C\c1ccccc1)c1ccco1,-59,-13,-28,-5,-95,-113,-7,-35,-54,16,-15
N#CCCS(=O)(=O)c1ccc(N)cc1,-16,5,-9,-2,-4,-5,3,-1,-17,2,11
CC(C)Oc1ccc(/C(O)=C2/C(=O)C(=O)N(CCN3CCNCC3)C2c2cccc([N+](=O)[O-])c2)cc1 (stereo unspecified),4,-2,-6,-5,-47,7,-11,-10,-14,-11,3
COc1ccc(C/C(N)=N/O)cc1,-1,-3,11,-15,-6,22,7,0,16,-2,-4
CC1CN(C(=O)Cn2cc(S(=O)(=O)CC(=O)N3CCOCC3)c3ccccc32)CC(C)O1 (stereo unspecified),nt,1,nt,-1,-31,9,-11,0,14,-13,-12
Nc1nc(SCc2ccccc2)c2[nH]cnc2n1,-3,4,-1,-4,-28,4,-3,7,-1,-7,9
COCCCNC(=S)Nc1cc2oc3ccccc3c2cc1OC,-4,-3,4,-4,-6,13,4,10,7,28,24
CCN(Cc1ccncc1)C(=O)CCc1nnc(CCc2ccccc2OC)o1,12,1,0,2,0,18,-4,-21,-23,-16,5
CC(C)(C)c1ccc(CC(=O)N2CCC2(C)C(=O)Nc2cccc3c2CCCC3)cc1 (stereo unspecified),-2,nt,-8,-10,-10,13,nt,-13,10,0,-1
CC1(C)Cc2ccccc2-c2nnc(SCc3ccc(C#N)cc3)n21,-16,-6,11,-7,5,14,-1,8,-31,6,1
COCCCNc1nc2c(-c3cccc(C)c3)nnn2c2ccc(Cl)cc12,-31,-1,-4,0,-3,-4,7,21,1,8,14
CCN(CC)S(=O)(=O)c1ccc(C(=O)OCC(=O)Nc2sc3c(c2C#N)CCCCC3)cc1,-14,4,4,14,-14,-3,4,-19,-13,4,-4
CCOCCCNC(=O)C1CCC(=O)N1CCc1ccccc1 (stereo unspecified),10,1,6,-9,4,-2,-10,nt,7,-12,32
C[C@]12c3[nH]c4cc(-c5ccco5)ccc4c3CCN1C(=O)[C@@H](CC(=O)NCCC1=CCCCC1)C[C@@H]2C(=O)N1CCCCC1,-39,10,0,-4,-16,-9,-5,-10,-11,-8,18
CN(C)CC(=O)c1c[nH]c2ccccc12,4,2,11,10,0,6,6,13,16,-5,6
CCC(CC)C(=O)c1c[nH]c(C(=O)NCCc2ccccn2)c1,6,-3,7,4,-35,-39,2,-35,-5,-8,2
COC(=O)c1sccc1NC(=O)CC1NCCNC1=O (stereo unspecified),-19,3,0,-18,-14,0,-15,10,19,4,0
COc1ccc(N(CC(=O)NCc2ccc3c(c2)OCO3)C(=O)CCC(=O)Nc2ccccn2)cc1,-37,-14,16,-8,-13,-5,-9,-4,7,-6,1
N#Cc1cc([N+](=O)[O-])ccc1NCCN1CCOCC1,1,-1,9,7,-14,-8,6,5,13,-9,-12
CC(Oc1coc(CN2CCN(C(=O)c3ccco3)CC2)cc1=O)c1ccccc1 (stereo unspecified),2,1,4,-15,-9,1,-9,15,-20,1,5
O=C(CSc1nc2ncccc2[nH]1)c1cccc([N+](=O)[O-])c1,3,0,-6,-6,-23,21,-9,-7,-7,0,-13

# (next part)
SMILES,SRC2 inh,EBV LMP1 NFkB,NR2F2 inh,NOD2-RIPK2 inh,SRC1 inh,LRH-1 inv ag,TLR9-MyD88 block,TROY NFkB inh,NCOA3 inh,C8 TRAIL sens,TWEAK-Fn14 inh
COCCNC(=O)CSc1nc2ccccc2c(=O)n1-c1cccc(OC)c1,-8,-5,6,0,1,8,-1,14,4,4,-8
Cc1ccc(NC(=O)C2CCCN2C(=O)NC2CCCCC2)c(C)c1 (stereo unspecified),-19,-11,-6,-5,9,9,1,-5,5,9,-21
COc1ccccc1C(=O)NCCC(=O)Nc1cccnc1,5,-7,11,-4,-11,0,12,2,22,-1,2
COc1ccc(/C=C/CN2CCC(C(=O)NC(c3ccc(F)cc3)c3ccc4ccccc4n3)CC2)cc1 (stereo unspecified),-15,nt,-15,-2,-7,12,nt,23,-20,23,-12
Cn1nc(C(=O)N2CCN(c3ccc(F)cc3)CC2)c2c1-c1ccccc1S(=O)(=O)C2,-12,6,19,-1,11,0,-4,15,12,-2,3
CCOc1ccccc1NC(=O)c1ccccc1NC(=O)c1ccco1,-8,-7,-5,-5,6,11,0,7,6,9,42
COc1ccc(F)cc1S(=O)(=O)n1nnc2ccccc21,8,-4,-15,-6,-3,21,-11,5,11,5,-4
CN(C)CCNC(=O)c1ccc2nc([C@@H]3O[C@H](CO)[C@H](O)[C@H](O)[C@H]3O)[nH]c2c1,3,nt,-6,4,-1,5,nt,-12,-2,2,21
O=C(c1cc(=O)[nH]c2ccccc12)N1CCN(c2ccccc2)CC1,0,-2,6,-8,-22,6,-2,13,17,-11,4
CCn1c(SCC(=O)Nc2nc(-c3ccc(C)cc3)cs2)nnc1-c1ccccc1,-15,5,-16,-5,1,5,-10,41,5,3,31
CCN1C(=O)/C(=C\C=C2/C=CC=CN2CC)SC1=S,-3,-19,-11,-5,-55,15,-7,-1,-55,-1,14
COc1ccccc1NC(=O)COc1ccc(C(=O)NCC2CCCO2)cc1OC (stereo unspecified),-13,-1,1,2,13,-5,-3,12,15,-4,-2
COc1ccccc1NC(=O)c1c(C)cc(=O)oc1C,21,-5,5,1,-3,-2,-5,-10,2,7,60*
COc1ccc(C(=O)NCCCc2nc3ccccc3n2Cc2cc(C)ccc2C)cc1OC,2,-1,-4,2,-1,-4,4,0,-23,-5,10
CCSc1ncc(/C=N/Nc2ccc(Cl)cc2)n1C,-36,-70,-31,-6,-93,-15,0,-66,-45,-6,-35
CNS(=O)(=O)c1cccc(C(=O)OCC(=O)N2c3ccccc3CC2C)c1 (stereo unspecified),-3,-14,10,-10,-23,-16,-1,-14,0,-7,3
CC(CC(=O)Nc1ccc(Cl)c([N+](=O)[O-])c1)c1ccccc1 (stereo unspecified),2,8,-8,4,11,15,1,17,-7,-6,-4
CC(NCC(=O)Nc1ccccc1C(=O)NC1CC1)c1cccc(Cl)c1 (stereo unspecified),-23,-1,-17,8,-30,1,2,-5,15,-8,3
